mcGAS inh: inhibitors of mouse cGAS; actives 0.15% (n = 160,000); recombinant cGAS, Kinase-Glo ATP depletion luminescence; AID 1259399; inhibition, % at 12.5 µM;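 also: 0% = negative control wells and 100% = reference inhibitor with no enzyme activity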
NPYLR7 agonist: mosquito NPYLR7 agonism; HEK293T NPYLR7/Galpha15, GCaMP6s calcium fluorescence; activation, % at 10 µM; actives 0.15% (n = 270,000); AID 1259423; in the data active = activation above about 40%;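 also: 0% = vehicle and 100% = reference agonist at the receptor; some compounds past the cut are filed as inactive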
hcGAS inh: blocks human cGAS activity | Q8N884 | recombinant h-cGAS, ATP depletion, Kinase-Glo luminescence | inhibition, % at 12.5 µM | actives 0.081% (n = 290,000) | AID 1259398;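 also: 0% = vehicle reaction and 100% = reaction without DNA for no activity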
Target sequence (Q8N884 whole entry, looked up): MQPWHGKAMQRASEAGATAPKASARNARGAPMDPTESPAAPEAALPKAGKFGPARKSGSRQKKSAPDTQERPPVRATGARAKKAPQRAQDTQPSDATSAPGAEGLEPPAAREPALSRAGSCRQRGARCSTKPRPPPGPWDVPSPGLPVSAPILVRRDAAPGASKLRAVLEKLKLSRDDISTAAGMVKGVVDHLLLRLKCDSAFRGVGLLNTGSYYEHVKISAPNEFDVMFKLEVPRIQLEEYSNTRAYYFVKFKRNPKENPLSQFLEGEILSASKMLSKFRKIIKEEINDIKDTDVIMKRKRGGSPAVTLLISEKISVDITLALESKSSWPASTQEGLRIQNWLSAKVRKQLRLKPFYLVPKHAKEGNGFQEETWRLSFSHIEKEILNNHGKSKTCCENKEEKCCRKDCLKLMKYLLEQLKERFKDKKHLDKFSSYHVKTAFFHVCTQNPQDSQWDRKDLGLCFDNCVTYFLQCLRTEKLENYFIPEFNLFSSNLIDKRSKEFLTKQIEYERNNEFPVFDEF
Numbers without * were called inactive; x = no result given; & = joins results of further samples. Rule as the data show it, unless noted: active = inhibition above about 40%; inactive = the rest.

SMILES	mcGAS inh	NPYLR7 agonist	hcGAS inh
CSc1ncc(CN2CCCC(CCC(=O)N3CCOCC3)C2)cn1 (stereo not given)	x	4	-7
O=C(O)C1CC(=O)N(C2CCCC2)C1 (stereo not given)	x	-7	-5
CCOc1ccccc1NS(=O)(=O)c1cn(C)c(=O)n(C)c1=O	-8	-1	-10
CC(Cl)C(=O)Nc1cc(-c2onc3c2CCCC3)cc(C(F)(F)F)c1 (stereo not given)	-4	23	-5
COc1ccc(NC(=O)N2CCN(C(c3ccccc3)c3ccc(Cl)cc3)CC2)c(C)c1 (stereo not given)	-6	21	-4
Cc1ccc(C(CC(=O)NCc2ccc(F)cc2)c2c[nH]c3ccccc23)c(C)c1 (stereo not given)	-4	27	-11
O=C(Cc1ccccc1)NC1CCN(c2ccccc2C(=O)N2CCN(C3CCCCCC3)CC2)CC1	-4	22	-5
Cc1sc(NCc2ccccc2)nc1-c1ccc(Cl)cc1	x	5	2
COc1cc(C)ccc1S(=O)(=O)NC(=O)Cn1nnc(COc2ccc3c(c2)CCCC3)c1C	x	2	-9
O=C(CN1CCC(n2c(=O)[nH]c3ccccc32)CC1)N(c1ccccc1)C1CCS(=O)(=O)C1 (stereo not given)	-10	-1	-3
Cc1nc(C)c(-c2ccc(SCC(=O)N3CCOCC3)nn2)s1	-6	-11	-2
O=S1(=O)CCC(c2nnc(C3(c4cccc(Br)c4)CCOCC3)o2)C1 (stereo not given)	-12	6	-5
CCc1ccc(-c2nc(C(N)=O)c3[nH]c(=O)n(-c4ccc(C)cc4)c3n2)cc1	x	2	0
CC1CN(c2nc(-c3ccccc3)nc3c2CN(C(=O)Nc2ccccc2C(F)(F)F)CC3)CC(C)O1 (stereo not given)	-4	-9	-16
COc1ccc(C2CC(c3ccccc3)=NN2c2ccccc2OC)cc1 (stereo not given)	-3	-2	-4

Among those listed so far, 3 contain an aryl methoxy group:
SMILES	mcGAS inh	NPYLR7 agonist	hcGAS inh
COc1ccc(NC(=O)N2CCN(C(c3ccccc3)c3ccc(Cl)cc3)CC2)c(C)c1 (stereo not given)	-6	21	-4
COc1cc(C)ccc1S(=O)(=O)NC(=O)Cn1nnc(COc2ccc3c(c2)CCCC3)c1C	x	2	-9
COc1ccc(C2CC(c3ccccc3)=NN2c2ccccc2OC)cc1 (stereo not given)	-3	-2	-4

Later entries:
SMILES	mcGAS inh	NPYLR7 agonist	hcGAS inh
CCN(CC)C(=O)c1c(C(F)(F)F)nn(C2CCCN(C)C2)c1C (stereo not given)	x	0	3
Oc1c(C(c2ccc(Br)cc2)N2CCCC2)ccc2cccnc12 (stereo not given)	x	1	-3
Nc1nc(-c2ccccn2)cs1	x	4	-3
Cc1cccc(-c2ccc(NC(=O)C3CCN(C(=O)c4cnsn4)CC3)cc2)c1	-10	-2&14	-9&-6
CCOC(=O)CSc1nc2c(cc1C#N)CCCC2	x	-2	-5
COC(=O)c1ccc(N=Cc2nc(-c3ccc(Br)cc3)oc2O)cc1	x	-4	-3
Cc1ccc(CN(Cc2ccccc2)C(=O)CN(CCCN2CCOCC2)C(=O)c2cccc(Br)c2)o1	-3	11	1
Nc1nc(CSc2nnc3c(n2)[nH]c2ccccc23)cs1	-3	1	-3
O=C(NCCCl)NCc1nnnn1-c1ccc(Cl)cc1	x	-5	10
CC(=O)N1CCC(N2C(=O)C3(CCCC3)C2c2scnc2C)CC1 (stereo not given)	-4	x	-6
CC(=O)Nc1c(-c2cc(=O)oc3cc4c(cc23)CCC4)oc2ccccc12	-7	-3	-11
Cc1nc(CN(C(=O)C2CC(=O)N(C(C)C)C2)c2ccc(F)cc2)cs1 (stereo not given)	x	2	-4
COCCCNC(=S)NC(=O)c1ccc([N+](=O)[O-])cc1	x	1	-12
CCC1CCCCN1C(=O)CS(=O)(=O)Cc1nc(-c2ccccc2C)no1 (stereo not given)	-14	-3	-6
Cc1cccc(CN2CCCn3cccc3C2c2cccc(F)c2)c1 (stereo not given)	-3	-5	-1

Random excerpt: 6 entries already listed.
SMILES	mcGAS inh	NPYLR7 agonist	hcGAS inh
CCC1CCCCN1C(=O)CS(=O)(=O)Cc1nc(-c2ccccc2C)no1 (stereo not given)	-14	-3	-6
Nc1nc(CSc2nnc3c(n2)[nH]c2ccccc23)cs1	-3	1	-3
Cc1ccc(CN(Cc2ccccc2)C(=O)CN(CCCN2CCOCC2)C(=O)c2cccc(Br)c2)o1	-3	11	1
Cc1nc(CN(C(=O)C2CC(=O)N(C(C)C)C2)c2ccc(F)cc2)cs1 (stereo not given)	x	2	-4
CC(=O)Nc1c(-c2cc(=O)oc3cc4c(cc23)CCC4)oc2ccccc12	-7	-3	-11
CCOC(=O)CSc1nc2c(cc1C#N)CCCC2	x	-2	-5

(more compounds)
SMILES	mcGAS inh	NPYLR7 agonist	hcGAS inh
Cc1cccc(CNc2nc3cnc(-c4cccc(C(F)(F)F)c4)cc3n2C)c1	-7	8	-5
CCCCCCc1ccc(C(=O)N(CCCOC)C(C)c2nc3ccccc3c(=O)n2-c2ccc(C)c(C)c2)cc1 (stereo not given)	-4	23	-5
FC(F)(F)Oc1cccc(CC2CNC2)c1	x	1	-3
Cc1nc2nc(N)nn2c(C)c1CCC(=O)NC(C)CCCC(C)C (stereo not given)	x	-1	-3
CNC(=O)CN(C)c1ncnc2sc3c(c12)CCCC3	-1	7	-4
COc1ccc2sc(N(CCN3CCOCC3)C(=O)/C=C/c3cccs3)nc2c1	x	3	2
CN(Cc1cnccn1)Cc1c(C(=O)N2CCc3ccccc3C2)nc2ccc(Cl)cn12	x	-6	3
CCCOC(=O)c1ccc(NC(=O)c2c(-c3ccccc3Cl)noc2C)cc1	x	4	-4
O=C(NCc1ccccc1)c1c(O)c2ccccc2[nH]c1=O	-5	-3	-3
CCOC(=O)c1cc(-c2ccccc2)sc1NC(=O)CCC(=O)OC	-1	4	-1
COc1ccc2oc(=O)n(C3CCN(C(=O)c4cc(C)nn4C(C)(C)C)CC3)c2c1	-6	35	-1
C/C(=N/NC(=O)C(c1ccccc1)c1ccccc1)c1cccc(NC(=O)C(C)C)c1	x	-1	4
CCOC(=O)c1cc(-c2ccc(N3CCN(C(=O)c4ccco4)CC3)cc2)n(-c2ccccn2)n1	-9	16	-7
Cc1c(NC(=O)CNC(=O)c2c(F)cccc2Cl)cccc1N1CCOC1=O	x	8	-7
NC(=O)[C@H](Cc1c[nH]c2ccccc12)NC(=O)C1CC1(c1ccccc1)c1ccccc1 (stereo not given in full)	-6	23	-3

3 entries from above, as labelled records.
Cc1nc2nc(N)nn2c(C)c1CCC(=O)NC(C)CCCC(C)C (stereo not given)
  mcGAS inh: x
  NPYLR7 agonist: -1
  hcGAS inh: -3
CNC(=O)CN(C)c1ncnc2sc3c(c12)CCCC3
  mcGAS inh: -1
  NPYLR7 agonist: 7
  hcGAS inh: -4
COc1ccc2sc(N(CCN3CCOCC3)C(=O)/C=C/c3cccs3)nc2c1
  mcGAS inh: x
  NPYLR7 agonist: 3
  hcGAS inh: 2

New compounds follow
SMILES	mcGAS inh	NPYLR7 agonist	hcGAS inh
CCCNC(=O)N(CC(=O)N1CCc2sccc2C1COc1cccc(OC)c1)C1CC1 (stereo not given)	-7	-4	-6
COc1ccc(Cl)cc1NC(=O)C(C)N1c2ccccc2CC1C (stereo not given)	x	6&7	-10&-5
Cc1ccccc1-c1nc(COC(=O)c2nnn(-c3ccc(F)cc3)c2C)c(C)o1	-8	4	-8
O=C(NCCc1cccnc1)NC1CCSc2ccc(Cl)cc21 (stereo not given)	-7	1	-5
CCn1c(C2CCN(C(=O)Cc3nc4ccccc4[nH]3)CC2)nn(C)c1=O	-18	1	-3
CCOC(=O)C1CCCN(C(=O)c2coc(CN(CCc3c[nH]c4ccccc34)Cc3ccc(OC)cc3OC)n2)C1 (stereo not given)	-1	-13	0
CC(=O)N1CCC(Oc2ccc(Cl)cc2C(=O)NCc2cccc(C)n2)CC1	x	16	-6
Cc1cc(C)cc(NC(=O)CSc2ccc3nnc(CCNS(=O)(=O)c4ccccc4)n3n2)c1	-6	4	-4
Cc1ccc(Cc2nnc(Nc3cccc(C)c3)[nH]c2=O)cc1	x	13	-5
CC(C)Cc1nc(-c2cc(C(C)C)[nH]n2)n(-c2ccccn2)n1	x	3	-7
CSc1nnc(Nc2cccc(NC(C)=O)c2)s1	-7	4	-12
Cc1c(C(=O)NCCc2ccccn2)cc(-c2ccccc2)n1-c1ccc(F)cc1	-7	21	-3
Cc1cccc(-n2ncc(C(=O)NC3CCN(Cc4ccccc4)C3)c2C)c1 (stereo not given)	-3	5	-2
O=C(CSc1nc2[nH]ncc2c(=O)[nH]1)N1CCc2ccccc21	x	-1	-7
Cc1csc(=O)n1CC(=O)Nc1ccc(Cl)c(Cl)c1	x	-15	9
CCCc1noc2nc(C3CC3)cc(C(=O)N3CCCC(C)CC3)c12 (stereo not given)	x	1	-8
O=c1ccc(-c2ccncc2)nn1CCCNS(=O)(=O)/C=C/c1ccccc1	x	6	-4
O=C1c2ccccc2-c2c1cccc2C(=O)N1CCN(Cc2cc(=O)c(OCc3cccc(F)c3)co2)CC1	-5	30	-9
O=C(NCc1cccnc1N1CCOCC1)c1ccco1	x	2	-8
O=C(CSc1nc2c(cnn2CCO)c(=O)[nH]1)Nc1ccc(F)cc1F	x	5	-9
COCc1c(Br)c(C)nc(OCC(=O)N/N=C\c2cc(I)c(OCc3ccccc3Cl)c(OC)c2)c1C#N	-3	7	-4
Cc1ccccc1C1CC(c2ccccc2Cl)=NN1C(=O)CN1CCN(c2ccccc2F)CC1 (stereo not given)	-5	0	-2
CCOC(=O)c1cc(C(=O)NC(C)c2cc3ccccc3o2)cc([N+](=O)[O-])c1 (stereo not given)	-7	11	-5
CCCN1CCC(C)(C(=O)Nc2ccc(-n3cccc3)cc2)C1 (stereo not given)	x	0	-14
CC1C(=O)Nc2cc(C(=O)O)ccc2N1C (stereo not given)	x	6	-5
CCC(C)N(CC(=O)N(CCc1ccc(OC)c(OC)c1)Cc1ccco1)C(=O)c1ccc(C(F)(F)F)cc1 (stereo not given)	-5	0	-4
N#CCCN(CCC#N)C(=O)CN1CCSC2CCCCC21 (stereo not given)	x	4	-3
C/C(=N/OCC(=O)N=Nc1c(O)[nH]c2ccccc12)c1cccs1	-1	0	-3
O=C(NC1CC1)c1ccc(CSc2nc(N3CCCC3)cc(C(F)(F)F)n2)o1	-5	-5	-7
O=C(CN1CCc2sccc2C1c1cccc(F)c1)N1CCN(C(=O)c2ccc([N+](=O)[O-])cc2)CC1 (stereo not given)	-4	7	-2
CCOc1ccc(C(=O)Nc2cccc(-c3nc4ccccc4s3)c2)cc1[N+](=O)[O-]	-5	13	-1
CCNC(=O)O[C@@H]1CO[C@H]2[C@@H]1OC[C@@H]2NC(=S)NC1CCCCC1	-7	-6	-2
Cc1sc(N2CCOCC2)nc1-c1ccc(NC(=O)C(C)C)cc1	x	3	-5
CC1CCN(c2nc(-c3ccccc3)nc3c2CN(C(=O)Nc2ccc(F)c(F)c2)CC3)CC1	-4	22	0
O=c1c2cccc3c2c(nn1Cc1ccccc1Cl)-c1ccccc1-3	x	2	6
COCCCn1cc(C(=O)N2CCN(c3ccccc3F)CC2)c2nn(-c3ccccc3)c(=O)c-2c1	-9	19	-4
CCSc1nnc(SCC(=O)NC(=O)NC(C)C)s1	x	-1	-6
O=C(Nc1ccc(OC(F)F)cc1)c1ccccc1O	x	3	-5
Cc1cc(C)c(C(=O)OCC(=O)Nc2sccc2C#N)c(C)c1	x	3	-10
COc1cccc(S(=O)(=O)N2CCN(c3cc(S(=O)(=O)NCC4CCCO4)ccc3OC)CC2)c1 (stereo not given)	-8	-1	-10
O=S(=O)(c1ccc(F)cc1)N1CCN(Cc2nc(-c3ccccc3)no2)CC1	x	5	-9
O=C(NC1CCCCC1)c1ccccc1NS(=O)(=O)c1ccc(Cl)cc1	-4	-2	0
C[C@@H](Nc1nccnc1-c1ccccc1Oc1ccccc1)c1ccccc1	-4	15	-4
Cc1cc(CN(C)C(=O)c2cccc(NCc3ccc(C)s3)c2)on1	x	2	2
CC1CCN(c2ccc(NC(=O)CCl)cc2)CC1	x	1	-4

Reformatted: entries from further up.
mol | mcGAS inh | NPYLR7 agonist | hcGAS inh
CC(=O)Nc1c(-c2cc(=O)oc3cc4c(cc23)CCC4)oc2ccccc12 | -7 | -3 | -11
Cc1nc(CN(C(=O)C2CC(=O)N(C(C)C)C2)c2ccc(F)cc2)cs1 (stereo not given) | x | 2 | -4

Next section
SMILES	mcGAS inh	NPYLR7 agonist	hcGAS inh
Nc1nc(SCC(=O)Nc2ccc(F)cc2F)[nH]c(=O)c1NC(=O)c1ccc(Cl)cc1	-8	-2	3
COCC(=O)Nc1cc(-c2nc3cc(Cl)ccc3o2)ccc1Cl	-5	21	-3
Cc1ccc(C(=O)Nc2c(C)nc3ccc(C)cn3c2=O)cc1	x	5	-13
CC(c1ccccc1)N(Cc1cc(NC(=O)C2CCCC2)ccc1N(C)C)C(=O)c1cccs1 (stereo not given)	-5	13	-9
O=C(CCN1C(=O)COc2ccccc21)NCCn1cnc2ccccc21	x	-8	-3
Cc1ccc(C)c(CC(=O)NCc2ccc(=O)[nH]c2)c1	-18	4	-6
Cn1cnc(S(=O)(=O)N2CCC3(CCCO3)CC2)c1	-11	13	-9
CCC(=O)Nc1sc2c(c1-c1nc3ccccc3s1)CCN(C(C)=O)C2	x	0	-5

High-throughput results as filed in PubChem.
